Bioassay records from PubChem.
HDAC3 inhib – inhibitors of human histone deacetylase 3 | recombinant HDAC3, fluorogenic peptide/trypsin coupled, fluorescence | inhibition, % at 8.3 µM | 320,000 tested, 0.15% active; in the data active means inhibition above about 26%, passing the limit was not always enough
KCNK3 block – human KCNK3 channel inhibition, primary screen; O14649; CHO-KCNK3 thallium flux, FluxOR fluorescence; hits give low values; B-score at 10 µM; 340,000 tested, 0.84% active; AID 602410;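 active means B-score under library mean minus 4 SD, starting fluorescence ratio at most library mean plus 5 SD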;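 further: more negative B-score means stronger inhibition of thallium flux through KCNK3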
GSK3B inh – human GSK3beta kinase inhibition; activity score (negative = inhibition), % at 10 µM; P49841; GST-GSK3beta kinase, ADP-Glo luminescence, 60 min; hits give low values; 300,000 tested, 0.038% active;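 active means more than half of replicate wells score below -50%, meaning over 50% inhibition versus plate controls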;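 further: 0% = median DMSO wells and -100% = median GW8510 positive control wells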
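Test system: GST-tagged human GSK3beta kinase, cell-free; evaluation: activity score scaled between in-plate DMSO and GW8510 controls; measured by: ADP-Glo luminescence; incubation: 60 min reaction, RT; benchmarks: DMSO and 20 µM GW8510; reagent: peptide substrate plus 25 µM ATP (final); medium: Tris/MgCl2 kinase buffer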
hERG rescue – shields human hERG channel from block by proarrhythmic agents; activation (rescue from dofetilide block), less the hit threshold, % at 10 µM; CHO-hERG, FluxOR thallium flux, dofetilide IC70 present; Q12809; 310,000 tested, 0.51% active;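 active means activation above the mean of controls blocked by dofetilide plus 5 SD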;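 further: thallium influx through hERG after potassium depolarization seen as dye fluorescence rise; in these data hits start at about 4.7%; inactives centre near -7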
Target sequence (Q12809 whole entry, looked up): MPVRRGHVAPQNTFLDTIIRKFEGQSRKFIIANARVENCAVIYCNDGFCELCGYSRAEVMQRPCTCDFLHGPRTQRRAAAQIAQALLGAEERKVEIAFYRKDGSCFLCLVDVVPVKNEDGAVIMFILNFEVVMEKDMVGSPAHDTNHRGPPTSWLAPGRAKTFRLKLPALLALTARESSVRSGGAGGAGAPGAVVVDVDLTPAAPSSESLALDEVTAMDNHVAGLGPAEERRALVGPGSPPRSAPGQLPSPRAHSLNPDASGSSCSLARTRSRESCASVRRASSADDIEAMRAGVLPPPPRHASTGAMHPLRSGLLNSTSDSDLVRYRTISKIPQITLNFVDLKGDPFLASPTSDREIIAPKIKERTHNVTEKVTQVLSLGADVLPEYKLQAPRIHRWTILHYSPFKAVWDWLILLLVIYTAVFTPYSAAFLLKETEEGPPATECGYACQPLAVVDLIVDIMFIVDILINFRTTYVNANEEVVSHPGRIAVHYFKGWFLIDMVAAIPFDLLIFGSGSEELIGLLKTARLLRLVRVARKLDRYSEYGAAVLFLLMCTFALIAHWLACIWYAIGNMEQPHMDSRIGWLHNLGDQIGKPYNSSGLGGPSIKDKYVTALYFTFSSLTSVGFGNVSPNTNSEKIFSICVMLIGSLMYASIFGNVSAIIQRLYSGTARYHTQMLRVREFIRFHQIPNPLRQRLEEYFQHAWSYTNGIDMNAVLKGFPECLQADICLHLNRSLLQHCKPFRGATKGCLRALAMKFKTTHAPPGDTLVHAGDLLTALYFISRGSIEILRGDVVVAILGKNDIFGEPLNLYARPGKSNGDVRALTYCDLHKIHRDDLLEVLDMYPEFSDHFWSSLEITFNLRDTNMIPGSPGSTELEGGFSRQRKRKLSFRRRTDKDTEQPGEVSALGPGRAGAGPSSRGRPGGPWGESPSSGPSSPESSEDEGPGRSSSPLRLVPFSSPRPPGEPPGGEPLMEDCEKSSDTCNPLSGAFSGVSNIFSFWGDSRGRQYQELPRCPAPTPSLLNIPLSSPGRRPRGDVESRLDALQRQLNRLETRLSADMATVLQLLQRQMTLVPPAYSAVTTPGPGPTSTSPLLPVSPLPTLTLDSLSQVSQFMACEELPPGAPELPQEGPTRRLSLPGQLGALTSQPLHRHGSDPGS
GSK3 alpha inh – inhibitors of human GSK-3 alpha kinase; P49840; ADP-Glo luminescence, 60 min; inhibition, % at 10 µM; 320,000 tested, 0.1% active; AID 2650;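 in the data active means inhibition above about 50%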;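 further: GST-tagged GSK-3 alpha with peptide substrate and 25 µM ATP; 0% = DMSO neutral wells and 100% = GW8510 positive control wells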
RGS4 pot – potentiators or activators of RGS4; HEK293 M3R/inducible RGS4, carbachol calcium flux Fluo4; hits give low values; B-score at 10 µM; 310,000 tested, 0.92% active; AID 463111;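 active means B-score of the integrated calcium signal more than 4 SD below the library mean, with starting fluorescence not abnormally high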;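 further: negative B-score means reduced calcium response which marks RGS4 activation or potentiation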
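Detection: kinetic calcium fluorescence imaging with Fluo4-AM dye, 2 µM / Material: HEK293 cells with stable M3R and inducible RGS4 / Schedule: recording 10 s baseline at 1 Hz, 100 s post-agonist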
PolyA inhibitor – inhibitors of polyadenylation in S. cerevisiae. 300,000 tested, 0.02% active. S. cerevisiae SKY197-pL101 polyadenylation reporter, beta-gal luminescence; efflux-impaired pdr1/pdr3 knockout yeast; score 100 = 6 SD above DMSO. calls only at 12 µM;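 active means lowest replicate activity score at least 50, where 100 means six control SD above control mean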;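 further: yeast exposed to compound for 9 h at 30 °C; higher score means more reporter readthrough which indicates perturbed polyadenylation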
KCNQ1 pot – human KCNQ1 channel potentiation or activation | P51787 | CHO-K1 KCNQ1, thallium flux FluxOR fluorescence; hits give high values | B-score at 10 µM | 310,000 tested, 0.35% active;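 active means fluorescence ratio B-score, a plate-corrected score, at least three library SD, with initial intensity B-score within 5 SD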
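System: CHO-K1 cells stably expressing KCNQ1 / Medium: assay buffer for compound exposure, DMSO matched across wells / Reagent: thallium- and potassium-containing depolarizing buffer / Compound: one concentration, matched DMSO / Incubation: 20 min compound pretreatment at room temperature / Measured by: kinetic FluxOR fluorescence, 10 s baseline plus 110 s post-stimulus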
DYRK1A inh – inhibitors of rat Dyrk1A kinase. Q63470. ADP-Glo luminescence, NFATc1 peptide. inhibition, % at 12.5 µM. 310,000 tested, 0.43% active. AID 504441; in the data active means inhibition above about 50%;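 further: plate controls were vehicle with enzyme for no effect and no enzyme for full effect; many of its hits are not listed in these tables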
KCNK9 block – inhibitors of human KCNK9 two-pore domain potassium channel. Q9NPC2. HEK293 KCNK9, FluxOR thallium flux fluorescence; hits give low values. AID 488922. B-score at 10 µM. 310,000 tested, 1.2% active;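 active means ratio B-score over 3 SD below the library mean, with starting fluorescence within 5 SD of its mean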;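 further: negative B-score means less thallium flux so channel inhibition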
KCNQ1 block – blocks the human KCNQ1 potassium channel; CHO-K1 KCNQ1, FluxOR thallium flux fluorescence; hits give high values; AID 2642; 310,000 tested, 1.3% active; B-score at 10 µM;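 active means compounds whose thallium flux B-score, printed positive for inhibition, exceeds three library SD while starting fluorescence stays within three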;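 further: channel opened by potassium depolarization with thallium stimulus after 20 min compound exposure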
The depositor's hits bear a star; i = inactive; · = no result given. An excerpt. The share of hits here may be higher or lower than overall.

SMILES | HDAC3 inhib | KCNK3 block | GSK3B inh | hERG rescue | GSK3 alpha inh | RGS4 pot | PolyA inhibitor | KCNQ1 pot | DYRK1A inh | KCNK9 block | KCNQ1 block
Cc1ccsc1/C=C1\CCC(C2CCCC2)C1=O (centres undefined) | 0 | i | 0 | -7 | -1 | i | i | i | -5 | i | i
O=C(Nc1nc(-c2ccc(Cl)s2)cs1)c1ccco1 | 5 | i | -4 | -14 | 2 | i | i | i | -5 | i | i
Oc1ccc(C=NC2CCCCC2)cc1 | 6 | i | -4 | -12 | 0 | i | i | i | -5 | i | i
COCCCn1c(=O)c2ccccc2n2c(=S)[nH]nc12 | -1 | i | 0 | -2 | 9 | i | i | i | 36 | i | i
CCOc1cccc2sc(N(CCCN(C)C)C(=O)c3ccc(C(=O)c4ccccc4)cc3)nc12 | 9 | i | 0 | -19 | -1 | i | i | i | -6 | i | i
O=C1CSC(c2ccc([N+](=O)[O-])cc2)N1C1CCCCC1 (centres undefined) | -1 | i | 0 | -8 | 0 | i | i | i | -4 | i | i
COc1ccc(CNc2oc(COc3ccccc3Cl)nc2C#N)cc1 | 11 | i | 2 | -2 | -3 | i | i | i | -7 | i | i
Cc1ccccc1C(NC(N)=O)c1ccccc1 (centres undefined) | -1 | i | 1 | -5 | -1 | i | i | i | · | i | i
N#CC(c1nc2ccccc2nc1N1CCCC1)S(=O)(=O)c1cccs1 (centres undefined) | -6 | i | -2 | -21 | -2 | i | i | i | -2 | i | i
O=C(O)c1cccc(COc2ccc(CO)cc2Cl)c1 | 0 | i | 2 | -3 | -8 | i | i | i | 5 | i | i
CNC(=S)NNC(=O)c1oc2nc(-c3ccccc3)cc(C)c2c1N | -3 | i | -5 | -7 | -5 | i | i | i | -5 | i | i
CCc1nc(SCC(=O)NC2CCCC2)c2oc3ccccc3c2n1 | 4 | i | 2 | -12 | -6 | i | i | i | 6 | i | i
Cc1nn(C)c(C(=O)Nc2c(C)nn(Cc3c(F)c(F)c(F)c(F)c3F)c2C)c1Br | 2 | i | 5 | -10 | · | i | · | i | 2 | i | i
O=C(OCCN1CCOCC1)C1(c2ccccc2)CCCCC1 | -3 | · | 2 | -7 | -6 | i | i | i | · | i | i
COCCn1nnnc1C(c1cccs1)N1CCN(c2cccc(C(F)(F)F)c2)CC1 (centres undefined) | 15 | i | 0 | -6 | -3 | i | i | i | -1 | -14* | i
COC(=O)c1ccccc1OCCCCN1CC(C)OC(C)C1 (centres undefined) | -1 | i | 2 | -4 | -1 | i | i | i | -4 | i | i
NC(=S)n1[nH]c(-c2ccc([N+](=O)[O-])cc2)c(N=Nc2cccc([N+](=O)[O-])c2)c1=O | · | i | -4 | -15 | · | i | i | i | 5 | i | i
CC1CCN(S(=O)(=O)c2ccc(NC(=O)C3CC(=O)N(c4ccccc4)C3)cc2)CC1 (centres undefined) | 4 | i | -1 | -7 | -1 | i | i | i | -7 | i | i
C/C(Cc1ccccc1)=N\NC(=O)CNC(=O)c1ccc(Br)cc1 | -5 | i | 2 | -2 | 0 | i | · | i | -9 | i | i
COc1ccccc1CNC(=O)CC1C(=O)NCCN1C1Cc2ccccc2C1 (centres undefined) | -10 | i | 2 | -5 | 0 | i | i | i | · | i | i
CCOc1ccc(-n2c(-c3ccc(Cl)cc3)c[n+]3c2SCC3)cc1 | 10 | i | -1 | -16 | 1 | i | i | i | -2 | i | i
C=C(C)Cn1c(N2CCC(Cc3ccccc3)CC2)nc2c1c(=O)[nH]c(=O)n2C | 6 | i | 0 | -9 | 1 | i | i | i | 3 | i | i
O=C(COC(=O)c1ccccc1NC(=O)c1ccco1)Nc1ccc2c(c1)OC(F)(F)O2 | -3 | i | -1 | -14 | 1 | i | i | i | -1 | -8* | i
Cc1cc(C)nc(Sc2c(F)c(F)c(C(F)(F)F)c(F)c2F)n1 | 1 | i | 1 | -12 | -5 | i | i | i | 0 | i | i
Cc1nc2ccccc2nc1OCC(=O)Nc1ccc2ccccc2c1 | 4 | i | 4 | -2 | -2 | i | i | i | -3 | i | i
(listing goes on)
SMILES | HDAC3 inhib | KCNK3 block | GSK3B inh | hERG rescue | GSK3 alpha inh | RGS4 pot | PolyA inhibitor | KCNQ1 pot | DYRK1A inh | KCNK9 block | KCNQ1 block
CN1/C(=C/c2cccc[n+]2C)Sc2ccccc21 | 13 | i | -3 | -17 | -2 | -7.5* | i | i | -4 | i | i
OC(COc1ccccc1)CSc1ncn[nH]1 (centres undefined) | -2 | i | 3 | -6 | 0 | i | i | i | 3 | i | i
COc1cccc(C(=O)Nc2nc3ccccc3s2)c1 | -5 | i | -1 | -5 | -1 | i | i | i | 44 | i | i
COc1ccc(N2CC(C(=O)Nc3ccc4c(c3)OCO4)CC2=O)cc1 (centres undefined) | -2 | i | -1 | -7 | -1 | i | i | i | -3 | i | i
COC(=O)c1ccc(NC(=S)N2CCN(Cc3ccc(Cl)cc3)CC2)cc1 | 8 | i | 1 | -11 | 4 | i | i | i | 2 | i | i
CCCCCCCC1CC(CSC(=N)N)OC1=O (centres undefined) | 0 | i | -16 | -13 | -2 | i | i | i | 3 | i | i
COC(=O)c1c(NC(=O)C2C3CCC(C3)C2C(=O)O)sc2c1CCCCC2 (centres undefined) | -6 | i | 2 | -6 | -5 | i | i | i | -4 | i | i
Cc1ccc(CN2CCSc3ccc(C(=O)NC4CCN(Cc5ccccc5)CC4)cc32)cc1 | 8 | i | 2 | -22 | 0 | i | i | i | 0 | i | 7*
CCCOP(=O)(OCCC)C1(Nc2ccc(C)cc2)CCCCC1 | 12 | i | 3 | -11 | -2 | i | i | i | -6 | i | i
O=C(NCC1CCCCC1)c1ccc(Br)o1 | -3 | i | -2 | -1 | -4 | i | i | i | -5 | i | i
COc1ccc(-c2cc(C(F)(F)F)nc(SCC(=O)NCc3cnn(C)c3C)n2)cc1OC | -3 | i | 3 | -4 | -1 | i | i | i | 4 | i | i
COc1cc(C2C(C(=O)c3ccc(C)o3)=C(O)C(=O)N2CCN2CCOCC2)ccc1OCCC(C)C (centres undefined) | · | i | -3 | -8 | · | i | i | i | · | i | i
CCCCNC(=O)C(=O)c1ccccc1NC(C)=O | 1 | i | -5 | -1 | -1 | i | i | i | -3 | i | i
O=S(=O)(NCCc1ccccc1)c1cccs1 | -14 | i | -1 | -4 | -4 | i | i | i | -6 | i | i
COc1cc(-c2cc(-c3ccccc3)nc(SCC(=O)Nc3nccs3)c2C#N)cc(OC)c1OC | -27 | i | 2 | -3 | -1 | i | i | i | 9 | i | i
CCOc1ccccc1C(C(=O)NC1CCCCC1)N(C(=O)c1csnn1)C1CC1 (centres undefined) | -1 | i | · | -12 | -2 | i | i | i | -4 | i | i
O=[N+]([O-])c1cc(S(=O)(=O)N2CCCC2)ccc1NN=C1CCCCC1 | 0 | i | 1 | -5 | -1 | i | i | i | -3 | i | i
COc1cccc(N2CCN(CC(=O)c3c(C)[nH]c4ccccc34)CC2)c1 | 11 | i | 4 | -23 | -5 | i | i | i | 5 | i | i
COCCNC(=O)c1cc(-c2ccccn2)nc2ccc(S(=O)(=O)N3CCC(C)CC3)cc12 | 3 | i | -1 | -4 | 0 | i | i | i | · | i | i
COC(=O)CC(NC(=O)c1ccco1)c1ccc(C(C)C)cc1 (centres undefined) | 2 | i | 2 | -6 | 0 | i | i | i | -3 | i | i
C[N+]1(CCNC(=O)/C=N/O)CCCCC1 | -2 | i | -1 | -6 | -3 | i | i | i | 2 | i | i
COc1ccc(NC(=O)COC(=O)c2ccc(-n3cnnn3)cc2)cc1Cl | 1 | i | 4 | -11 | -2 | i | i | i | 1 | i | i
Cc1nnc(SCc2nc3sc4c(c3c(=O)[nH]2)CCCC4)n(N)c1=O | · | · | 2 | -11 | · | i | i | i | · | i | i
CC(C)(C)Nc1nc(Cl)nc(NCCN2CCOCC2)n1 | -5 | i | -1 | -8 | -3 | i | i | i | -4 | i | i
C=CCN=C1SCC(=O)N1S(=O)(=O)c1ccccc1 | -19 | i | -5 | -4 | 0 | i | i | i | -2 | i | i

Fetched by compound from above (6):
SMILES | HDAC3 inhib | KCNK3 block | GSK3B inh | hERG rescue | GSK3 alpha inh | RGS4 pot | PolyA inhibitor | KCNQ1 pot | DYRK1A inh | KCNK9 block | KCNQ1 block
COc1cc(C2C(C(=O)c3ccc(C)o3)=C(O)C(=O)N2CCN2CCOCC2)ccc1OCCC(C)C (centres undefined) | · | i | -3 | -8 | · | i | i | i | · | i | i
COC(=O)CC(NC(=O)c1ccco1)c1ccc(C(C)C)cc1 (centres undefined) | 2 | i | 2 | -6 | 0 | i | i | i | -3 | i | i
CC(C)(C)Nc1nc(Cl)nc(NCCN2CCOCC2)n1 | -5 | i | -1 | -8 | -3 | i | i | i | -4 | i | i
O=S(=O)(NCCc1ccccc1)c1cccs1 | -14 | i | -1 | -4 | -4 | i | i | i | -6 | i | i
Cc1cc(C)nc(Sc2c(F)c(F)c(C(F)(F)F)c(F)c2F)n1 | 1 | i | 1 | -12 | -5 | i | i | i | 0 | i | i
N#CC(c1nc2ccccc2nc1N1CCCC1)S(=O)(=O)c1cccs1 (centres undefined) | -6 | i | -2 | -21 | -2 | i | i | i | -2 | i | i

Some values from the entries so far:
Cc1ccc(CN2CCSc3ccc(C(=O)NC4CCN(Cc5ccccc5)CC4)cc32)cc1 in GSK3B inh reads 2
O=[N+]([O-])c1cc(S(=O)(=O)N2CCCC2)ccc1NN=C1CCCCC1 in DYRK1A inh reads -3

(cont.)
SMILES | HDAC3 inhib | KCNK3 block | GSK3B inh | hERG rescue | GSK3 alpha inh | RGS4 pot | PolyA inhibitor | KCNQ1 pot | DYRK1A inh | KCNK9 block | KCNQ1 block
COc1ccc(-c2nc(CN3CCN(c4ncnc5ccccc45)CC3)c(C)o2)c(OC)c1 | 2 | i | -2 | -25 | -2 | i | i | i | 2 | i | i
Cc1cccc(N2CCN(S(=O)(=O)c3cccs3)CC2)c1C | 1 | i | -1 | -8 | 1 | i | i | i | -3 | i | i
C=CCNC(=S)N1CCOCC1 | -1 | i | 2 | -18 | -4 | i | i | i | · | i | i
Cc1ccsc1/C=N/Nc1nc2ccccc2s1 | · | i | -2 | -2 | · | i | i | i | 9 | i | i
C/C(=N\NC(=O)C1CC1)c1ccc(OC(F)F)cc1 | 3 | i | -5 | -10 | -1 | i | i | i | -1 | i | i
Cc1ccc(CNC(=O)CS(=O)Cc2nc(-c3ccccc3C)oc2C)cc1 (centres undefined) | -1 | i | -1 | -11 | -1 | i | i | i | -2 | i | i
